# Bioassay records: PubChem, several laboratories
# SARS 3CLpro inh: SARS-CoV 3CLpro protease inhibition; 0.14% of 290,000 active; recombinant SARS-CoV 3CLpro, quenched FRET peptide cleavage; P0C6X7; inhibition, % at 6 µM; in the data active means inhibition above about 12%
# Mtb UGM inh: blocks M. tuberculosis UGM enzyme. 0.06% of 320,000 active. P9WIQ1. inhibition, % at 10 µM. purified UGM, fluorescence polarization probe displacement; in the data active means inhibition above about 10%, passing the limit was not always enough
# GDH-TPI inh: inhibits GDH-TPI coupling enzymes, artifact for Mtb FBA screen; GDH-TPI coupled enzyme counterscreen, NADH absorbance; inhibition, % at 4.8 µM; 1.2% of 360,000 active; AID 588335; in the data active means inhibition above about 30%;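 further: 0% = DMSO wells and 100% = wells lacking the enzyme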
# Vc quorum ag: induces V. cholerae light production without autoinducers; V. cholerae BH1578 lux reporter, luminescence, 6 h; activation, % at 18.7 µM; 0.16% of 350,000 active; in the data active means activation mostly above about 9.7%, no sharp cut-off; further: not every result past the cut was called active; inactives centre near 0; reference of the scale not given here
# Rv3671c inh: inhibits the M. tuberculosis serine protease Rv3671c. P9WHR9. inhibition, % at 5.96 µM. 0.048% of 320,000 active; in the data active means inhibition above about 38%;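 further: extracellular domain of Rv3671c used as enzyme; 0% = enzyme with DMSO and 100% = no enzyme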
# Target sequence (P9WHR9 whole entry, looked up, the tested form may be a part): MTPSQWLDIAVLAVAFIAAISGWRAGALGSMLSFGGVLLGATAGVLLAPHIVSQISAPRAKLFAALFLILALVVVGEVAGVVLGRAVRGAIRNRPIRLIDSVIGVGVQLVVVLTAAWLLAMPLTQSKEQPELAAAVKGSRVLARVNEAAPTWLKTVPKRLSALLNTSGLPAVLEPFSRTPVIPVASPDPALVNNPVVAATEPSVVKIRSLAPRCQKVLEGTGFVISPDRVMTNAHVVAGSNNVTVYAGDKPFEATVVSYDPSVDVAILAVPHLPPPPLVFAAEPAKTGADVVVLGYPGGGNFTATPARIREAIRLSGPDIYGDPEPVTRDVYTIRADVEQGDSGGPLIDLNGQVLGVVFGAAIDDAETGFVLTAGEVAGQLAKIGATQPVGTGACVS
# Mtb BioA inh: BioA (M. tuberculosis) enzyme inhibition. AID 602481. 0.096% of 360,000 active. inhibition, % at 9.99 µM. purified M. tuberculosis BioA enzyme, plate reader; in the data active means inhibition above about 40%
# PriA SSB inh: inhibitors of Klebsiella pneumoniae PriA binding to SSB C-terminal tail. inhibition, % at 33 µM. 0.6% of 430,000 active. AlphaScreen SSBct-PriA binding, biotinylated peptide; in the data active means inhibition mostly above about 37%, no sharp cut-off; inactive means mostly below about 20%;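 further: plate controls were negative control peptide for no effect and reference peptide for full effect; strong numbers were not always called active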
# FBA Mtb inh: inhibits M. tuberculosis FBA enzyme; P9WQA3; purified M. tuberculosis FBA, fluorescence read-out; inhibition, % at 1 µM; 2.3% of 360,000 active; in the data active means inhibition above about 27%;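 further: 0% = vehicle and 100% = reference inhibitor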
# Target sequence (P9WQA3 whole entry, looked up): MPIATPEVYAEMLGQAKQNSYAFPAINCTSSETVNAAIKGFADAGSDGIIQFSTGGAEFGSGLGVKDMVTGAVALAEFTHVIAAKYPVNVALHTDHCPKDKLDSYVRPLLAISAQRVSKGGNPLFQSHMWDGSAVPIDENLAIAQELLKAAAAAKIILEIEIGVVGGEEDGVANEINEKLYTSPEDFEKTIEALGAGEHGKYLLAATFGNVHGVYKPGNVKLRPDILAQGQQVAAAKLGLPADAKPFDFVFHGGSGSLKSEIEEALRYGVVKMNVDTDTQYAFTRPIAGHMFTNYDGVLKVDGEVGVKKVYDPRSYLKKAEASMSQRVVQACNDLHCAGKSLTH
# MazEF act: MazEF (E. coli) toxin RNase activation | 0.32% of 350,000 active | activation, % at 20 µM | P0AE70 | FAM/BHQ RNA-DNA oligo cleavage fluorescence, 5 h | AID 504720; in the data active means activation above about 50%
# Target sequence (P0AE70 whole entry, looked up): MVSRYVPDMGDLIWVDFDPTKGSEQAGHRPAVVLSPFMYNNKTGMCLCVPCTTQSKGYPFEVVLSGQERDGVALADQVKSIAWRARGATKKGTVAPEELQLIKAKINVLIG
# VHR inh abs: inhibitors of human VHR1 phosphatase (DUSP3) | 0.52% of 290,000 active | recombinant VHR phosphatase, pNPP absorbance | inhibition, % at 13.3 µM; in the data active means inhibition above about 50%; further: some compounds called inactive have numbers as strong as hits
# Target sequence (P51452 whole entry, looked up): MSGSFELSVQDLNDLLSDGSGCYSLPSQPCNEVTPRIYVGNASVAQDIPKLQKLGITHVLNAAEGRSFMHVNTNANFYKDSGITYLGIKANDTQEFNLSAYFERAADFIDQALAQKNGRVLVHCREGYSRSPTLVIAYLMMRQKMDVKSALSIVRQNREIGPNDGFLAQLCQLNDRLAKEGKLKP
# Active calls of the source: *; i = inactive; / = no result given; & = joins results of further samples.
SMILES,SARS 3CLpro inh,Mtb UGM inh,GDH-TPI inh,Vc quorum ag,Rv3671c inh,Mtb BioA inh,PriA SSB inh,FBA Mtb inh,MazEF act,VHR inh abs
Cc1cccc(N(C(=O)c2snc(C(N)=O)c2N)C(C(=O)NCC2CCCO2)c2c[nH]c3ccccc23)c1 (configuration not stated),3,-1.4,11,i,-1,-0.1,7,0,0,24
CCC(C)NC(=O)C1CCN(S(=O)(=O)CC)CC1 (configuration not stated),6,0.3,7,-0.4,-5,-0.6,-6,1,6,13
CN(C)CCN[C@H]1CCC2C3CC=C4C[C@@H](O)CC[C@]4(C)C3CC[C@@]21C (some centres not stated),/,2.8,6,-8.3,5,0.4,-3,-3,-3,/
O=C(NCCCCNC(=O)c1ccc(F)cc1)c1ccc(F)cc1,-1,-3.9,6,i,-2,8.5,-3,2,6,-7
O=C(NN=Cc1ccccc1O)NN=Cc1ccccc1O,/,/,19,i,/,-1.4,/,-1,-5,/
C[C@H]1CN([C@@H](C)CO)C(=O)CCCn2nncc2CO[C@@H]1CN(C)S(=O)(=O)c1ccc(Oc2ccccc2)nc1,/,/,2,i,/,0.5,/,0,-4,/
O=C(CSc1ncnc2c1oc1ccccc12)Nc1nc2ccccc2s1,-7,-0.3,11,-0.2,-5,-1.6,-6&-13,5,-43,2
CCCc1nnc(NC(=O)CCC(=O)N2CCN(C3c4ccccc4-c4ccccc43)CC2)s1,6,0.8,-4,i,-3,1.8,-6,0,-5,-9
O=c1[nH]c(CSc2ccccn2)nc2c1cnn2-c1ccccc1,2,1.5,3,0.0,-20,/,3,1,4,-5
CCC(=O)N1CCc2cc(Br)cc(S(=O)(=O)N3CCCCCC3)c21,-3,2.5,3,3.8,0,1.7,-8,1,-1,48
COc1cccc(C2C3=C(CCCC3=O)NC3=C2C(=O)c2ccccc23)c1 (configuration not stated),2,2.0,/,/,13,/,/,/,/,8
CCOc1cc(/C=N/NC(=O)c2cc(-c3cccc(OC)c3)nc3ccccc23)ccc1O,/,-1.6,37*,i,-27,0.8,/,0,10,/
FC(F)(F)c1cccc(-c2ccc(-c3csnn3)o2)c1,1,-0.1,0,0.2,3,3.4,-20,1,-1,3
O=C(Cc1cccc([N+](=O)[O-])c1)Nc1ccc(C(=O)N2CCOCC2)cc1,/,1.3,7,-0.1,2,-1.5,-8,0,8,/
O=C(NC(=S)Nc1ccccc1N1CCOCC1)c1ccc(Br)cc1,1,3.9,2,/,-4,-0.9,19,1,-11,21
COc1ccc(C(CNC(=O)c2cccc(S(=O)(=O)N3CCOCC3)c2)N2CCOCC2)cc1 (configuration not stated),/,-1.6,9,-8.3,4,-0.6,6,-2,1,/
COc1ccc(C(=O)N/C(=C\c2ccccc2)C(=O)NC(CC(C)C)C(=O)O)cc1 (configuration not stated),0,0.0,1,-0.6,3,/,-25,1,8,40
CC(C)[C@H](NC(=O)c1ccccc1F)C(=O)Nc1ccc2c(c1)OCO2,/,1.4,5,i,-4,0.6,1,0,5,/
O=C(CSc1ncnc2c1oc1ccccc12)Nc1cccc(F)c1,0,-2.1,16,-0.7,-7,/,-5,1,18,24
CCCCc1ccc(NC(=O)NCc2ccccn2)cc1,3,-1.0,6,i,0,-0.1,-17,1,3,19
CCSc1nnc(CNc2ccc(F)cc2)n1CC1CCCO1 (configuration not stated),-1,-0.1,2,-0.2,0,/,-1,-8,-6,2
COc1ccc(C(=O)NNC(=S)NC2CCCCC2)cc1OC,2,-0.1,12,i,-3,-3.5,-4,2,3,18
CCCOC(=O)CN1C(=O)c2ccccc2C1=O,-1,-1.0,7,24,5,-3.2,-12,2,0,3
CCOc1ccc(/C=N/NC(=O)c2nnn(-c3nonc3N)c2COc2ccc(F)cc2)cc1,1,2.5,13,-0.4,-1,/,i,1,-26,12
Cc1c(NC(=O)CSc2nnnn2-c2ccc(C(=O)O)cc2)c(=O)n(-c2ccccc2)n1C,-2,-0.7,7,-0.4,-1,/,0,5,9,22

# Overlap with the part before: two compounds, then new ones.
SMILES,SARS 3CLpro inh,Mtb UGM inh,GDH-TPI inh,Vc quorum ag,Rv3671c inh,Mtb BioA inh,PriA SSB inh,FBA Mtb inh,MazEF act,VHR inh abs
CCOc1ccc(/C=N/NC(=O)c2nnn(-c3nonc3N)c2COc2ccc(F)cc2)cc1,1,2.5,13,-0.4,-1,/,i,1,-26,12
Cc1c(NC(=O)CSc2nnnn2-c2ccc(C(=O)O)cc2)c(=O)n(-c2ccccc2)n1C,-2,-0.7,7,-0.4,-1,/,0,5,9,22
CCOc1ccc(CN2CCN(CCCc3ccccc3)C(CCO)C2)cc1 (configuration not stated),7,0.3,10,i,-3,-1.7,-4,-1,4,8
CCOC(=O)C1=C(CSc2nc3c(cc2C#N)CN(C)CC3)OC(N)=C(C#N)C1c1ccc(F)cc1 (configuration not stated),-2,0.5,14,0.1,6,/,25,-2,-4,18
CC(C)c1nnc(SCC(=O)NC2CCCCC2)n1C,2,-2.3,-5,-0.3,1,0.7,-11,1,2,2
Cn1cnc([N+](=O)[O-])c1Oc1ccc2ccccc2c1,-12,1.8,12,-0.4,-9,/,-5,4,5,-7
COc1ccc(S(=O)(=O)NCc2ccncc2)cc1NC(=O)c1ccccc1,/,1.8,4,i,1,/,2,4,-3,/
COc1cc(C(=O)OCCNC(=O)c2ccccc2)cc(OC)c1OC,-9,0.1,-10,1.2,1,1.3,4,-3,5,2
Cc1nc2c(Cl)cccc2c2c1CC(CBr)O2 (configuration not stated),4,-1.1,6,-0.3,-5,-0.3,-16,1,3,16
Cc1ccc(NC2=C(Cl)C(=O)OC2NC(=O)c2ccccc2)cc1 (configuration not stated),1,0.2,-6,i,2,/,0,-2,6,27
O=c1c(-c2ccccc2Cl)c[nH]n1-c1ccccc1,-2,0.7,9,i,-3,-0.2,5,4,7,-10
C[C@@H]1C[C@@H]2O[C@H]2/C=C\C=C\C(=O)Cc2c(Cl)c(O)cc(O)c2C(=O)O1,-4,-0.4,0,-0.4,-12,2.5,/,0,16,7
COC(=O)N/N=C(\C)c1cccs1,-4,-1.2,-5,-0.6,-2,/,/,-1,-10,21
Cc1csc(NC(=O)c2cc([N+](=O)[O-])cc([N+](=O)[O-])c2)n1,3,-0.2,22,i,2,/,17,1,-11,48
CCCn1c(SCC(N)=O)nc2c(c1=O)C1(CCCC1)Cc1ccccc1-2,2,3.3,-2,i,2,-0.2,-12,0,10,4
COc1ccc(-n2c(=S)[nH]c(=O)c3cccnc32)cc1,0,-1.7,12,-5.3,-4,0.9,-18,2,9,9
Cc1ccc2nc(SCC(=O)NCCc3ccccc3)nc(=O)n2c1,/,-1.1,18,i,-1,3.1,-16,10,1,/
CCC(=O)O[C@@H]1[C@@H](OC(C)=O)[C@@]2(O)C(C[C@H](O)C2(C)C)[C@](C)(O)[C@H]2CC[C@@H]3[C@@H](O)[C@]12C[C@@]3(C)O (some centres not stated),-1,1.0,-2,-0.2,1,-2.3,-6,3,6,1
CSCCC(NC(=O)COc1ccccc1)C(=O)N(C)Cc1ccc(SC)cc1 (configuration not stated),/,-0.4,-4,i,4,0.1,10,0,1,/
CN1CC(C(=O)Nc2ccc(F)c(Cl)c2)CC1=O (configuration not stated),5,-1.4,7,-0.3,0,1.2,-16,1,1,1
CS(=O)(=O)Nc1ccc(C(=O)N2CC(=O)Nc3ccccc32)cc1,2,0.3,0,-0.7,/,-0.9,-5,-2,2,21
COc1ccc2c(c1)CC1c3c(cc4c(c3-2)OCO4)CC[N+]1(C)[O-] (configuration not stated),/,-1.4,3,i,-8,-2.1,4,7,8,7
O=C(NCCn1cc(SCc2ccc(F)cc2)c2ccccc21)c1c(F)cccc1F,2,-1.5,7,-0.2,14,-1.4,-7,-3,-3,-11
O=C(/C=C/c1cccs1)Nc1nc(-c2ccccc2)cs1,8,-0.4,10,-5.3,-28,3.0,-19,1,9,1
NS(=O)(=O)c1ccc(NC(=O)N2c3ccccc3Sc3ccccc32)cc1,7,0.2,-1,i,0,/,-2,2,3,-3
COc1ccc(CN2CCCCC2C(=O)Nc2ccc(OC)c(OCC(C)C)c2)cc1OC (configuration not stated),9,1.2,-1,-2.2&4.2,-1,-2.3&-0.7,13,-1,-23,39
Cc1ccc(C(=O)N/C(=C/c2cccnc2)C(=O)N2CCCCCC2)cc1,-2,-0.7,-4,/,4,-0.7,-11,-1,7,14

# The listing continues:
SMILES,SARS 3CLpro inh,Mtb UGM inh,GDH-TPI inh,Vc quorum ag,Rv3671c inh,Mtb BioA inh,PriA SSB inh,FBA Mtb inh,MazEF act,VHR inh abs
Cc1ccc(/C=N/NC(=O)c2ccco2)s1,-4,2.2,38*,6.2,1,-1.1,/,-4,-1,21
CCC(=O)Nc1nc(C)c(Oc2ccccc2)c(=O)[nH]1,1,-0.9,-9,i,5,-1.2,-1,-1,31,22
CC(C)[C@H](NC(=O)[C@@H]1CSC2c3ccccc3C(=O)N21)C(=O)NCc1ccco1 (some centres not stated),1,-1.5,0,i,4,-0.5,-2,4,1,-12
c1coc(C2Nc3cccc4cccc(c34)N2)c1,5,1.3,/,/,3,/,/,/,/,12
COc1ccc(C(=O)NCc2csc(C)n2)cc1OC1CCN(C(C)=O)CC1,3,1.8,-7,-4.2,14,-1.4,-4,0,3,-16
O=C(CCSc1ccc(Cl)cc1)NCc1ccncc1,2,4.2,0,i,0,/,-1,4,12,0
CCn1c(COc2cccc3cccnc23)nnc1SC(F)F,2,2.1,1,-1.0,-5,/,-23,6,-6,46
Oc1ccccc1-c1cc(-c2ccccc2Cl)[nH]n1,1,-0.1,4,2.1,-10,/,-6,0,28,-10
CC[C@]12c3[nH]c4cc(-c5ccco5)ccc4c3CCN1C(=O)[C@@H](CC(=O)NCCC1=CCCCC1)C[C@@H]2C(=O)N1CCN(C(=O)c2ccco2)CC1,/,/,18,-0.5,/,-2.5,4,21,-4,/
Cc1ccccc1-c1nc(CS(=O)(=O)CC(=O)NC2CC2)c(C)o1,3,-0.1,5,i,2,-1.7,-4,3,4,10
COc1ccc(CCN2CC(C(=O)NCCc3ccccc3C)CCC2=O)cc1 (configuration not stated),-3,-3.3,9,i,3,-2.5,-4,4,2,-2
CCCCn1nnc(NC(=O)COc2cc(C)ccc2C(C)C)n1,-3,-1.1,7,i,0,4.6,-9,-6,5,-8
Oc1ccc(F)c2cccnc12,-2,3.4,2,-0.3,5,-1.4,81*,2,-24,0
Cc1[nH]c2ccccc2c1/C=N\NC(=O)Cn1nnc(-c2ccccc2)n1,0,0.8,19,-0.3,3,/,/,2,10,-7
Cc1onc(-c2ccccc2Cl)c1C(=O)NC(C)c1ccccc1 (configuration not stated),6,3.8,-3,-0.2,-1,8.8,-11,-5,1,-17
Cc1ccc(C(=O)NNC2=Nc3cc([N+](=O)[O-])ccc3OC2)cc1,-1,1.1,23,i,7,0.5,-2,7,9,1
O=C(O)C(Cc1ccccc1)NC(=O)C(Cc1ccccc1)NC(=O)C12CC3CC(CC(C3)C1)C2 (configuration not stated),/,2.3,4,i,-10,-1.3,-2,1,9,/
O=C(COC(=O)/C=C/c1ccccc1)NC1CC1,/,-1.7,1,2.6,-7,-1.6,-4,2,2,/

# Record cards, as listed above.
# CC[C@]12c3[nH]c4cc(-c5ccco5)ccc4c3CCN1C(=O)[C@@H](CC(=O)NCCC1=CCCCC1)C[C@@H]2C(=O)N1CCN(C(=O)c2ccco2)CC1 in the list: SARS 3CLpro inh = /; Mtb UGM inh = /; GDH-TPI inh = 18; Vc quorum ag = -0.5; Rv3671c inh = /; Mtb BioA inh = -2.5; PriA SSB inh = 4; FBA Mtb inh = 21; MazEF act = -4; VHR inh abs = /
# O=C(O)C(Cc1ccccc1)NC(=O)C(Cc1ccccc1)NC(=O)C12CC3CC(CC(C3)C1)C2 (configuration not stated) in the list: SARS 3CLpro inh = /; Mtb UGM inh = 2.3; GDH-TPI inh = 4; Vc quorum ag = i; Rv3671c inh = -10; Mtb BioA inh = -1.3; PriA SSB inh = -2; FBA Mtb inh = 1; MazEF act = 9; VHR inh abs = /
# COc1ccc(C(=O)NCc2csc(C)n2)cc1OC1CCN(C(C)=O)CC1 in the list: SARS 3CLpro inh = 3; Mtb UGM inh = 1.8; GDH-TPI inh = -7; Vc quorum ag = -4.2; Rv3671c inh = 14; Mtb BioA inh = -1.4; PriA SSB inh = -4; FBA Mtb inh = 0; MazEF act = 3; VHR inh abs = -16

# Not all compounds are listed; the hit share may differ from the screen's.
